# OPRM1-OPRD1 ag: agonists of human mu-delta opioid receptor heterodimerization. cells, OPRM1-OPRD1 heterodimerization, luminescence. P35372+P41143. activation, % at 9.3 µM. hit rate 0.3% among 340,000; in the data active = activation above about 18%;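 note: 0% = vehicle-treated cells and 100% = reference agonist; values of inactives mirror those of a sister screen read the other way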
# PKA-R2B act: activators of human PKA-R2B complex | PKA-R2B holoenzyme dissociation, Cy5-IP20 fluorescence polarization; R2B truncated from residue 108, S112A mutant; 0% DMSO only, 100% 113 µM cGMP | activation, % at 11.4 µM | hit rate 0.079% among 340,000 | AID 504700;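 active = activation above a cutoff set at the mean over all compounds plus 3 SD, cut at about 18% in these data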;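 note: higher means more holoenzyme dissociation and a rise in polarization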
# Target sequence (P31323 whole entry, looked up, other chains not shown, the tested form may be a part): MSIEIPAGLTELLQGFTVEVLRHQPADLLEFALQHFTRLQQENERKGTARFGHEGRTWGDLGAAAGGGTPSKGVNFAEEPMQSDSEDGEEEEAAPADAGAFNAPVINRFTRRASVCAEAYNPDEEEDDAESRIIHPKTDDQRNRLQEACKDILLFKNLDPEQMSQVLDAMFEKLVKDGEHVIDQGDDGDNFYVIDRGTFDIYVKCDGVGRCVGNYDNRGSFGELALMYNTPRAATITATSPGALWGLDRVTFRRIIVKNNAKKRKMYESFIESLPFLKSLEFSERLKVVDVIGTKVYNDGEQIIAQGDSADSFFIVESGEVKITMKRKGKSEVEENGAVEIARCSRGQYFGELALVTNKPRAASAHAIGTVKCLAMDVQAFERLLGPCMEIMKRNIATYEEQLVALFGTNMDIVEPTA
# OPRM1-OPRD1 inv: inverse agonists of human mu-delta opioid receptor heterodimerization. P35372+P41143. cell-based MOR-DOR heterodimer luminescence, inverse agonism. inhibition, % at 9.3 µM. hit rate 0.21% among 340,000. AID 504357; in the data active = inhibition above about 22%, passing the limit was not always enough;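 note: 0% = cells with DMSO and 100% = wells without cells with DMSO; values of inactives mirror those of a sister screen read the other way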
# V-ATPase pHluor: yeast V-ATPase proton transport regulation by pHLuorin. S. cerevisiae, pHLuorin cytosolic pH fluorescence. response, % at 10 µM. hit rate 0.37% among 350,000. AID 504577; in the data active = response mostly above about 7.3%, no sharp cut-off; inactive = mostly below about 5.4%; note: actives read high; inactives centre near 0; some compounds called inactive have numbers as strong as hits; reference of the scale not given here
# DAGLB inh: blocks human DAGLB lipase activity | hit rate 0.059% among 340,000 | inhibition, % at 5.17 µM | AID 504411 | Q8NCG7 | HEK293T DAGLB membrane lysate, EnzChek fluorogenic substrate; in the data active = inhibition above about 34%;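 note: 0% = enzyme with vehicle and 100% = wells lacking enzyme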
# Target sequence (Q8NCG7 whole entry, looked up): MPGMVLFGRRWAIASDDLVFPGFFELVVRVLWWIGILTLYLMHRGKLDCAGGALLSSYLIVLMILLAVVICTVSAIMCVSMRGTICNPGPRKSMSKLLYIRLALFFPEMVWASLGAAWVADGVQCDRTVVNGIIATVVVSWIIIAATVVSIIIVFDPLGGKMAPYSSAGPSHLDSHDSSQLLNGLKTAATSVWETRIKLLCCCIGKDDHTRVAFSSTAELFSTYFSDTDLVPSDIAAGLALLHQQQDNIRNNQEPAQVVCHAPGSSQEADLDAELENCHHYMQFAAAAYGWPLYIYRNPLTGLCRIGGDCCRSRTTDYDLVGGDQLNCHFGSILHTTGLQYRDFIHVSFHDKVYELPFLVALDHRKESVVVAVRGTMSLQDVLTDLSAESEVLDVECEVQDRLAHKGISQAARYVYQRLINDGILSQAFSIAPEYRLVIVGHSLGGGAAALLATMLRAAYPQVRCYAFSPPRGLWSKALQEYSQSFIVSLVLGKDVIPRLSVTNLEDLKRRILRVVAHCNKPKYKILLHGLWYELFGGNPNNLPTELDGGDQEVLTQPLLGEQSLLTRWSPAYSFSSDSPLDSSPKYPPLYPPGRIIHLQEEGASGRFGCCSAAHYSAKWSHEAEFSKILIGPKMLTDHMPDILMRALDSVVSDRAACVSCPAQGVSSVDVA
# Arr AP2 block: inhibitors of human beta-arrestin and AP2 interaction; AID 504490; FITC-arrestin peptide / GST-AP2 beads, flow cytometry; AP2 beta2 appendage carries R879A mutation; inhibition, % at 10 µM; hit rate 0.31% among 340,000;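 active = inhibition above a set limit, near 3 SD of compounds lacking own fluorescence, cut at about 54% in these data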;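 note: plate controls were DMSO wells for no effect and 5 µM unlabelled arrestin peptide for full effect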
#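 System: GST-AP2 R879A glutathione beads. Medium: PBS with 0.05% Tween 20 and 0.1% BSA. Also added: FITC-arrestin peptide, 50 nM. Incubation: 12 min plus 1 h, RT. Measured by: high-throughput flow cytometry of beads, ex 488, em 535 nm. Evaluation: percent drop in bead-associated FITC signal.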
# HTR5A inv ctr: inverse agonist of human HTR5A in OPRM1-OPRD1 counter-screen | HTR5A cell line, luminescence, inverse agonism | AID 504634 | inhibition, % at 9.3 µM | hit rate 0.083% among 340,000 | P47898; in the data active = inhibition mostly above about 23%, no sharp cut-off; inactive = mostly below about 18%;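 note: 0% = cells with DMSO and 100% = no-cell wells with DMSO; some compounds called inactive have numbers as strong as hits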
# HTR5A ag: activates human HTR5A in OPRM1-OPRD1 agonist counter-screen | activation, % at 9.3 µM | AID 504692 | HTR5A agonist assay, luminescence, cell-based | P47898 | hit rate 0.61% among 340,000; in the data active = activation mostly above about 9.5%, no sharp cut-off; inactive = mostly below about 7.6%;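 note: 0% = cells with vehicle only and 100% = reference agonist; strong numbers were not always called active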
# DSG3 Ab inh: blocks pemphigus antibody binding to human desmoglein-3 | DSG3-coupled beads, scFv-anti-DSG3-GFP binding, flow cytometry; hits give low values | binding (percent of control), % at 10 µM | P32926 | hit rate 0.48% among 310,000;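 active = binding more than 3 SD below its plate's average and above zero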;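 note: hits lower antibody fragment binding to DSG3; some compounds called inactive have numbers as strong as hits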
# PKA-R1A act: activators of PKA-R1A complex; P00514+P68181; PKA-R1A dissociation, Cy5-IP20 fluorescence polarization; scaled: DMSO 0%, 113 µM cGMP 100%; activation, % at 11.4 µM; hit rate 0.083% among 340,000;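 active = percent activation above the mean of all tested compounds plus 3 SD, cut at about 19% in these data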;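 note: higher means more PKAc released from R1A so a rise in polarization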
# The depositor's hits bear a star; . = not tested or not shown.
SMILES,OPRM1-OPRD1 ag,PKA-R2B act,OPRM1-OPRD1 inv,V-ATPase pHluor,DAGLB inh,Arr AP2 block,HTR5A inv ctr,HTR5A ag,DSG3 Ab inh,PKA-R1A act
COc1ccc(Cn2c(-c3ccc(OC)cc3)nc3ccccc32)cc1,-1.8,-8,11,5,1,4,13,-4,121,-9
COc1cc(NC(=S)NC(=O)c2ccccc2F)ccc1NC(=O)c1cccs1,-2.7,-10,15,3,-1,31,4,-2,96,-2
c1ccc(C(c2ccccc2)c2ccn[nH]2)cc1,-2.2,-10,12,-1,-4,-2,-14,4,93,8
COc1cccc(S(=O)(=O)N2CCN(Cc3ccc4c(c3)OCO4)CC2)c1,-0.3,0,2,-2,-4,8,-8,-2,100,-13
Cc1noc(C)c1NC(=O)Nc1ccc2c(c1)C(=O)N([C@H](C)CO)C[C@H](C)[C@@H](CN(C)S(=O)(=O)c1ccc(F)cc1)O2,-0.9,-7,5,4,-2,23,17,-7,109,-9
COc1cc(/C=N/Nc2ccccc2C(F)(F)F)ccc1O,1.7,-7,-9,0,2,14,-7,2,95,-12
CCOC(=O)c1nnn(-c2nonc2NC(C)=O)c1C,-2.4,-4,10,-4,-5,17,10,0,52*,0
Fc1ccccc1C1CCN(Cc2nc(COc3ccccc3)no2)C1 (configuration not stated),1.1,3,-6,0,-5,-3,6,0,104,0
CCOC(=O)c1cc(C#N)c(SCC(=O)OC)[nH]c1=O,-3.9,-3,21,5,-1,28,-24,8,96,-7
COc1ccc(/C=C2\CC/C(=C\c3ccc(OC)c(OC)c3)C2=O)cc1OC,-0.6,0,3,-3,-4,0,-14,5,60,-13
O=S(=O)(c1ccccc1)c1cccc(S(=O)(=O)N2CCCCC2)c1,-0.9,0,5,3,-2,0,3,3,.,9
C/C(=N\Nc1nc(-c2ccc(C)cc2C)cs1)c1cc2ccccc2oc1=O,1.1,-2,-5,4,-1,19,-8,1,.,-2
COc1ccc(CCNS(=O)(=O)c2ccc3c(c2)CCN3C(=O)C2CC2)cc1OC,-2.0,4,11,-1,0,11,-11,3,99,-3
O=S(=O)(NCCc1ccccc1)c1cccc(S(=O)(=O)N2CCOCC2)c1,-0.3,-7,2,4,-2,-2,-7,2,96,-10
Cc1ccc(N2CC(C(=O)N3CCN(Cc4ccc5c(c4)OCO5)CC3)CC2=O)cc1 (configuration not stated),-1.0,6,5,-1,-2,-7,-6,3,110,-5
CC(=O)c1cccc(NC(=O)CCc2nnc3ccc(N4CCOCC4)nn23)c1,1.5,1,-7,1,0,2,5,-1,98,-4
O=C(c1cccn2c(=O)c3cc(Cl)ccc3nc12)N1CCOCC1,-1.8,0,10,-1,0,-4,-5,0,100,3
CN(C)NC(=S)NC1(C)CCS(=O)(=O)C1 (configuration not stated),-2.1,3,10,-5,-1,-13,8,-3,.,-6
Cn1cnnc1SCC(=O)NCCc1ccc(Cl)cc1Cl,-1.8,0,9,0,-1,-18,3,0,99,2
CC(C)N(C(=O)CSc1nnc(-c2cc3ccccc3cc2O)n1Cc1ccco1)C(C)C,-0.3,-17,1,-2,2,1,-29,11,93,-14
CCN(CC)S(=O)(=O)c1ccc(N2CC(C(=O)NCc3ccc4c(c3)OCO4)CC2=O)cc1 (configuration not stated),-2.7,0,10,-2,-3,-7,-7,3,.,2
COc1ccc(CCNC(=O)C2CCCN2C(=O)Nc2ccc(C)cc2)cc1OC (configuration not stated),-1.9,-5,10,1,-1,36,16,-6,112,-8
O=C(O)c1ccc(N2C(=O)c3cccnc3C2=O)cc1,-0.4,0,2,16,1,-11,7,-3,92,-4
CCc1nnc(NC(=O)CCC(=O)N2CCN(c3cc(C)ccc3C)CC2)s1,-2.1,13,11,5,1,27,2,3,102,-5
COc1ccc(-c2nn(-c3ccccc3)cc2/C=N/Nc2ccc3ccccc3n2)cc1OC,0.4,-1,-3,0,2,2,-2,-3,93,-8
CCCCCN(C(=O)CCC(=O)OCC(=O)Nc1cccc(CC)c1)c1c(N)n(CCCC)c(=O)[nH]c1=O,-2.0,-14,11,2,3,26,-4,-4,94,-4
Cc1ccccc1CCNC(=O)c1ccc(Cl)c(S(=O)(=O)N2CC(C)OC(C)C2)c1 (configuration not stated),3.6,0,-14,-4,-3,12,-14,0,99,-13
CCn1nnnc1SCC(=O)c1ccc(NC(C)=O)cc1,-2.0,4,11,-6,-1,-4,-10,3,97,-13
COC(=O)c1ccccc1S(=O)(=O)C(C)(C)C,-1.4,-1,9,5,3,-5,-6,-2,.,-3
Cc1ccc(NC(=O)C(=O)NCc2ccccn2)cc1,-4.4,3,23,-3,-1,8,7,-3,92,-5
C=CCN(c1ccccc1C(=O)NCC(=O)O)S(=O)(=O)c1ccccc1C,-1.6,5,8,2,-3,9,10,-3,109,4
O=C(c1ccccc1Br)N(Cc1ccccc1)c1ccccc1,-0.7,-2,4,-2,-6,26,-3,1,99,-5
O=C(CSc1nc2ccccc2o1)N1CCCC1,-1.9,-6,11,1,49*,6,-15,3,95,-2
COc1ccc(/C(N)=N/OC(=O)CCC2CCCC2)cc1,1.8,1,-6,-1,-9,1,-3,4,103,-4
Cc1ccc2c(c1)NC(=O)C(CC(=O)NCCCN1CCCCC1C)O2 (configuration not stated),-0.9,0,5,0,0,21,-1,0,105,7
Cc1ccc(S(=O)(=O)Nc2cc(C)cn(Cc3ccc(F)cc3)c2=O)cc1,1.6,4,-8,-3,1,-1,1,0,127,7
CC(=O)NCCC(=O)Nc1ccc(F)cc1C,-0.8,7,4,-2,3,0,-1,0,106,8
COc1ccc2nc(SCC(=O)NCc3ccc4c(c3)OCO4)[nH]c2c1,-1.2,-7,6,3,0,21,-3,3,101,11
CCC(=O)Nc1ccc(N2CCOCC2)c(S(=O)(=O)Nc2ccc(OC)cc2)c1,-1.0,2,5,-1,2,-6,15,-6,113,-5
O=C(CCC1(C(=O)O)CCC(=O)NC1)NCc1ccccc1 (configuration not stated),-1.2,-5,7,2,-3,-8,-18,2,104,-8
Cc1c(C2C(C#N)=C(N)N(c3ccccc3C#N)C3=C2C(=O)CCC3)cnn1C (configuration not stated),0.6,0,-3,3,-1,48,10,-4,99,2
CC(C)c1ccc(S(=O)(=O)N2CCN(C(=O)c3ccncc3)CC2)cc1,1.5,-7,-6,-1,-2,2,17,-7,.,-10
COc1ccc2c(-c3ccc(OCCN4CCCCC4)cc3)c(-c3ccccc3OC)sc2c1,3.6,-2,-18,0,0,-4,-19,5,109,2
CC(C)CN(Cc1c(O)ccc2c3c(c(=O)oc12)CCC3)CC(C)C,-0.2,11,1,-4,-1,25,-24,7,121,-6
Cc1ccc(S(=O)(=O)N(C)C[C@H]2Oc3cc(C#CC4CCCC4)ccc3S(=O)(=O)N([C@H](C)CO)C[C@H]2C)cc1,.,2,.,0,-4,.,.,.,102,8
c1csc(C(c2nnnn2C2CCCCC2)N2CCN(c3nc4ccccc4s3)CC2)c1 (configuration not stated),-3.3,-7,17,1,0,14,7,1,102,-3
COCc1cc(C)nc2sc(C(=O)N3CCN(c4ccccc4)CC3)c(N)c12,1.1,3,-7,6,-5,1,-5,2,100,16
COc1ccc(C)cc1S(=O)(=O)N1CCCC(C(=O)NCC2CCCO2)C1 (configuration not stated),-0.5,-5,3,-5,-1,15,-4,-2,81,5
C[C@]12C(=O)N(c3ccc(C(F)(F)F)cc3)C(=O)N1[C@@H]1c3ccccc3OC[C@@H]1[C@H]2c1ccccc1,0.9,-4,-5,-1,-24,22,13,-1,99,-4
C=C(C)c1cccc(C(C)(C)NC(=O)N2CCC(C)CC2)c1,-1.9,-1,10,4,-3,8,1,0,100,2
COc1cccc(C(C[N+](=O)[O-])c2c(C)[nH]n(-c3ccccc3)c2=O)c1 (configuration not stated),-2.8,-4,15,6,3,1,-2,1,104,-1
CSc1nsc(NC(=O)Cc2ccccc2)n1,2.0,-1,-13,0,3,15,-32,12,101,13
COc1ccc(CCNc2nc(-c3ccco3)cc(C(F)(F)F)n2)cc1OC,3.8,-9,-23,11*,-4,9,-26,0,.,-11
CCOc1ccc(N2C(=O)C(CC(=O)Nc3ccc(F)cc3)N(Cc3ccccn3)C2=S)cc1 (configuration not stated),2.4,-12,-13,1,0,-2,0,0,100,-14
COc1cccc(/C=N/NC(=O)c2[nH]nc3c2CCc2ccccc2-3)c1O,7.2,-4,-35,-3,8,4,5,18*,.,2
CCOC(=O)Cc1csc(N/N=C\c2cccc(Br)c2)n1,5.3,-5,-28,6,3,-2,5,-2,96,-6
Cc1cc(/C=C2\C(=N)N3N=C(S(C)(=O)=O)SC3=NC2=O)c(C)n1Cc1ccccc1,-1.8,4,9,-3,5,14,12,3,90,-6
Cc1ccc(C(=O)NCC(=O)N/N=C/c2cccs2)cc1C,-0.4,-3,2,2,2,22,-25,-4,106,-2
O=C(CCCOc1ccc(Cl)cc1)N1CCCCCC1,0.1,1,-1,2,-3,2,-3,7,.,4
C[C@H]1CN([C@@H](C)CO)S(=O)(=O)c2ccc(Br)cc2O[C@H]1CN(C)C(=O)Cc1ccccc1,.,-3,.,-3,0,.,.,.,.,9

# Reformatted with two lines to a compound: entries from further up
# Each structure is followed by: OPRM1-OPRD1 ag | PKA-R2B act | OPRM1-OPRD1 inv | V-ATPase pHluor | DAGLB inh | Arr AP2 block | HTR5A inv ctr | HTR5A ag | DSG3 Ab inh | PKA-R1A act
c1csc(C(c2nnnn2C2CCCCC2)N2CCN(c3nc4ccccc4s3)CC2)c1 (configuration not stated)
  -3.3 | -7 | 17 | 1 | 0 | 14 | 7 | 1 | 102 | -3
COCc1cc(C)nc2sc(C(=O)N3CCN(c4ccccc4)CC3)c(N)c12
  1.1 | 3 | -7 | 6 | -5 | 1 | -5 | 2 | 100 | 16
COc1ccc(C)cc1S(=O)(=O)N1CCCC(C(=O)NCC2CCCO2)C1 (configuration not stated)
  -0.5 | -5 | 3 | -5 | -1 | 15 | -4 | -2 | 81 | 5

# (next part)
SMILES,OPRM1-OPRD1 ag,PKA-R2B act,OPRM1-OPRD1 inv,V-ATPase pHluor,DAGLB inh,Arr AP2 block,HTR5A inv ctr,HTR5A ag,DSG3 Ab inh,PKA-R1A act
N#Cc1c(NC(=O)CCn2cnc3ccccc3c2=O)oc(-c2ccccc2)c1-c1ccccc1,-0.3,1,1,-2,-4,-2,-13,0,98,-18
CCN(c1ccccc1C)S(=O)(=O)c1cc2c3c(c1)CCN3C(=O)CC2,-1.2,1,8,-3,1,9,-8,-2,99,-3
CCc1ccc(C(=O)NC(=S)Nc2ccc3c(c2)OCCO3)cc1,-0.8,4,4,-1,-10,15,3,-1,102,-17
O/N=C1\CCC\C1=C/c1ccco1,2.0,0,-12,6,-3,-7,1,0,106,11
CC1(C)CC(=O)C2=C(C1)OC(N)=C(C#N)C2c1ccc2c(c1)OCO2 (configuration not stated),-0.5,3,2,6,-2,7,6,-2,117,1
COc1ccc(NC(=O)CN(C)C(=O)CNC(=O)c2ccc3ccccc3c2)cc1,-0.8,-4,5,6,-1,7,-7,0,106,6
CN1CCN(c2ccc(S(=O)(=O)Nc3ccccc3)cc2[N+](=O)[O-])CC1,-1.6,5,8,2,3,1,12,-2,.,-5
CC1(c2nnc(Cc3ccccc3)o2)CC(c2cccc([N+](=O)[O-])c2)=NO1 (configuration not stated),1.1,-12,-6,-1,-1,2,-9,4,102,-5

# From PubChem
